# RGS12 GoLoco inh = RGS12 GoLoco-Gai1 interaction inhibition; 230,000 compounds, 0.44% hits; AID 880; Gai1:RGS12 GoLoco peptide FP, rhodamine, 10 min; P63096; Potency, µM (series often up to 61.6 µM), for inactives: top-dose activity, negative = inhibition, usual class: inhibitors; active = well fitted inhibition curve with a large enough effect, not every such curve was filed as active; inactive = no such curve, though single readings can be large or run the other way; also: % is scaled to controls: 0 for no effect and ±100 for the full control effect; nearly all actives have a fitted effect of over 30% in size; many of its hits are not listed in these tables
# Target sequence (P63096 whole entry, looked up): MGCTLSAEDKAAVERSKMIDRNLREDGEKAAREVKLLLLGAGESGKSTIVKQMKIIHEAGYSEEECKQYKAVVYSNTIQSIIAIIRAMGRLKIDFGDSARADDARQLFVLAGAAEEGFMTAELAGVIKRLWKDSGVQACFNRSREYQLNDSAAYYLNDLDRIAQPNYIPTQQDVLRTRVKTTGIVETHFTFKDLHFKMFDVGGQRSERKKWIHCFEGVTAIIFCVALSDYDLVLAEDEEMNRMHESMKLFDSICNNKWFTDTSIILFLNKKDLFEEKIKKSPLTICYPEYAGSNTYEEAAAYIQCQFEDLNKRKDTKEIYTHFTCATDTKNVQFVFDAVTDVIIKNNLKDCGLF
# aGlu spleen mod = lysosomal alpha-glucosidase (human) modulation; P10253; human spleen homogenate, 4-MU-alpha-glucoside fluorescence; Potency, µM (series often up to 79.9 µM), for inactives: top-dose activity change, negative = inhibition, most hits filed as inhibitors; 240,000 compounds, 0.006% hits;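 also: 0% = enzyme with vehicle and -100% = no enzyme basal signal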
#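 Human spleen homogenate (1 ug) with 4-methylumbelliferyl-alpha-D-glucopyranoside (1 mM final) in 50 mM citrate/phosphate pH 5.0, 0.01% Tween-20; 40 min at 37 C. Stopped at pH 10; 4-MU fluorescence Ex 365/Em 440 nm; AC50 by Hill fit.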
# SMN2 splice enh = enhancers of SMN2 splice variant expression; 210,000 compounds, 2.8% hits; Potency, µM (titrated, usually from 46.1 µM), inactives show at the highest dose activity change, positive = activation, hits mostly activators; HEK293 SMN2-luciferase splicing reporter, luminescence, 30-36 h; also: % of control where 0% means no effect; nearly all actives have a fitted effect of over 55% in size
#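 HEK293 cells carry an SMN2 minigene-luciferase reporter in which exon 7 inclusion puts luciferase in frame. Cells were seeded at 2000 cells/well, attached for 10-12 hours, then exposed to compounds for 30-36 hours at 37C before ONE-Glo luminescence.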
# GLA spleen mod = inhibitors or activators of human alpha-galactosidase in spleen homogenate | 240,000 compounds, 0.008% hits | Potency, µM (highest dose often 80 µM), for inactives: at the top dose activity change, negative = inhibition, actives largely listed as inhibitors | human spleen homogenate, 4MU-alpha-Gal fluorescence, 40 min | P06280;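 also: 0% = enzyme with vehicle and -100% = no enzyme basal signal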
#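 Spleen homogenate 1 ug + cpd (titration) + 4-MU-alpha-D-galactopyranoside 1 mM; 37C 40 min; 50 mM citrate/phosphate pH 5.0, 0.01% Tween-20; stop pH 10; fluorescence 365/440; AC50 via Hill.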
# JMJD2E inh = blocks human JMJD2E demethylase activity. 230,000 compounds, 1.6% hits. B2RXH2. Potency, µM (top dose mostly 57.1 µM), for inactives: at the top dose activity change, negative = inhibition, actives largely listed as inhibitors. AID 2147. JMJD2E catalytic domain, FDH-coupled NADH fluorescence (FDH is formaldehyde dehydrogenase); active = well fitted inhibition curve with a large enough effect, not every such curve was filed as active; inconclusive = small, poorly fitted or top-dose-only effect, or another doubt; inactive = no such curve, though single readings can be large or run the other way;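 also: 0% = wells with enzyme and -100% = buffer wells without enzyme; nearly all actives have a fitted effect of over 50% in size; many of its hits are not listed in these tables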
# GAA inh = blocks human lysosomal alpha-glucosidase | purified human GAA, 4-MU-alpha-glucoside fluorescence | Potency, µM (series often up to 76.9 µM), without a hit: top-dose activity change, negative = inhibition, actives largely listed as inhibitors | 200,000 compounds, 0.005% hits | AID 1466;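 also: plate controls were uninhibited enzyme wells for no effect and no-enzyme background for full effect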
#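 Activity normalized between no-enzyme (basal) and enzyme-only wells. Conditions: 4 nM human enzyme, 400 uM fluorogenic substrate, citrate/phosphate pH 5.0 with Tween-20, 20 min room temperature, compounds up to 77 uM.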
# GAA glycogen mod = inhibitors or activators of human alpha-glucosidase glycogen cleavage; recombinant GAA, glycogen substrate, Amplex Red glucose oxidase fluorescence; Potency, µM (top dose mostly 76.4 µM), for inactives: top-dose activity change, negative = inhibition, usual class: inhibitors; 300,000 compounds, 0.38% hits; AID 2100;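 also: 0% = full enzyme reaction and -100% = no-enzyme basal signal; the screen sought inhibitors and activators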
#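 Recombinant human alpha-glucosidase (4 nM final) hydrolysed bovine liver glycogen (30 ug) for 40 min at 37 C in pH 5.0 citrate/phosphate with 0.01% Tween-20. Released glucose detected by glucose oxidase/Amplex Red, Ex 573/Em 610 nm. Compounds up to 77 uM; AC50 from Hill fits.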
# ALDH1A1 block = inhibitors of human aldehyde dehydrogenase 1A1. P00352. 220,000 compounds, 7.3% hits. Potency, µM (titrated, usually from 75.3 µM), inactives show top-dose activity, negative = inhibition, actives largely listed as inhibitors. Purified ALDH1A1, NADH fluorescence, propionaldehyde substrate; active = well fitted inhibition curve with a large enough effect, not every such curve was filed as active; inconclusive = small, poorly fitted or top-dose-only effect, or another doubt; inactive = no such curve, though single readings can be large or run the other way;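 also: plate controls were no enzyme wells and a reference inhibitor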
# Target sequence (P00352 whole entry, looked up): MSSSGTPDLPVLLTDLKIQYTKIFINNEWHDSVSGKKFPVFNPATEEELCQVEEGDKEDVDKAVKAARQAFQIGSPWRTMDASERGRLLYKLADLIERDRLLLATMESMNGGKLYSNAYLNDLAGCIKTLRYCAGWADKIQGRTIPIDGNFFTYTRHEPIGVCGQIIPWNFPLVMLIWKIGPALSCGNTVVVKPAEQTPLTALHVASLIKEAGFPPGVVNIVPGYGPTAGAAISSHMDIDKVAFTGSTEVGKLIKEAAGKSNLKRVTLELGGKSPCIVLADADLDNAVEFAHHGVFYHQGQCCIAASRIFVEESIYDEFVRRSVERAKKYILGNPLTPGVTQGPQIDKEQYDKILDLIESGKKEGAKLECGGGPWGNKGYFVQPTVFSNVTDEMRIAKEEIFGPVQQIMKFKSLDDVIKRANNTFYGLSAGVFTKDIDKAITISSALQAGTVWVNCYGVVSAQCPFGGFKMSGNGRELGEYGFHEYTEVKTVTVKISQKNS
# * marks the source's active call; other numbers are inactive results; u = inconclusive; x = not tested or not shown; & = joins results of further samples; [ ] = dose if it differs, or a comment. Unless noted, calls follow the shape of the dose curve; as a rule, active = well fitted curve in the direction sought with a large enough effect; inconclusive = small, poorly fitted or top-dose-only effect, or another doubt; inactive = no such curve, though single readings can be large; an effect the other way counts as inactive or inconclusive. Potency is read from the fitted curve at half-maximal effect. Not all compounds are listed; the hit share may differ from the screen's.
Molecule	RGS12 GoLoco inh	aGlu spleen mod	SMN2 splice enh	GLA spleen mod	JMJD2E inh	GAA inh	GAA glycogen mod	ALDH1A1 block
Nn1c(CSc2nc3ccccc3o2)nnc1CSc1nc2ccccc2o1	13%	4%	u	7%	8%	1%	-7%	-5%
CCc1ccc(-n2c(O)c(/C=N/NC(=O)c3ccncc3)c(=O)[nH]c2=O)cc1	14%	-12%	18%	-4%	11µM*	-5%	-8%	u
COc1cccc(CN2CCCC(C(=O)c3ccccc3SC)C2)c1O (stereo not given)	4%	-1%	x	-1%	-4%	x	-15%	x
CCCC(C)C1C(C#N)=C(N)Oc2c1c(=O)oc1ccccc21 (stereo not given)	10%	-5%	u	2%	-5%	-5%	0%	-2%
COc1cc(N)ccc1Cc1ccc(N)cc1OC	-5%	3%	0%	-2%	-1%	-5%	u	-15%
COc1ccc(-n2c(O)c(/C(C)=N/Nc3ccccc3)c(=O)[nH]c2=O)cc1	8%	-1%	x	4%	-11%	x	u	x
Cc1cccc(-n2c(O)c(/C=N/N3CCOCC3)c(=O)[nH]c2=S)c1	145%[activator]	-3%	u	-1%	-4%	0%	-11%	0%
CCCCNC(=O)OC(C)CNC(=O)Oc1cccc(C)c1 (stereo not given)	-7%	1%	15%	14%	1%	-10%	-2%	u
CN(C)S(=O)(=O)c1cc(NC(=O)C[N+]23CCN(CC2)CC3)ccc1Cl	-5%	-4%	8%[1.84 µM]	-6%	0%	0%	13%	-34%
S=P(NC1CCCCC1)(N1CC1)N1CC1	0%	-15%	x	u	-21%	x	-7%	x
c1ccc(Nc2cccc3ccccc23)cc1	19%	6%	-6%	23%	x	x	x	u
CCOC(=O)N1CCN(C(=O)C(CC(C)C)NS(=O)(=O)c2ccc3c(c2)oc(=O)n3C)CC1 (stereo not given)	-4%	1%	-3%	-5%	4%	-2%	-2%	27%
C=CCn1c(O)c(C=NCCCn2ccnc2)c(=O)[nH]c1=O	-13%	-1%	x	-8%	1%	x	11%	x
CCCCCC[C@H]1C(=O)O[C@H](C)[C@H](NC(=O)c2cccc(NC=O)c2O)C(=O)O[C@@H](C)[C@H]1OC(=O)CC(C)C	6%[21.6 µM]	-12%[29.1 µM]	-61%[inhibitor][20.6 µM]	-1%[29.1 µM]	u	x	x	-14%[20.9 µM]
Nc1nc(SCc2ccc(Cl)cc2Cl)n[nH]1	7%	-7%	u	-13%	6%	-3%	3%	-7%
O=C1NO[C@H]2[C@@H]1CN[C@@H]2C(=O)O	-6%	-12%	-4%	3%	-20%	x	x	-13%
COc1ccn(C)c(=O)c1C#N	3%	-1%	-2%[20.6 µM]	-11%	-8%	x	-3%	1%
CCOC(=O)COc1ccc2c(c1)c(C(C)=O)c(C)n2Cc1ccccc1	-1%	5%	10%	2%	-6%	3%	-4%	2%
Cc1cccc(-n2c(O)c(C=Nc3ccc(Br)cn3)c(=O)[nH]c2=O)c1	0%	7%	x	-1%	u	7%	-16%	u
CN1CCN(C(=S)SCC(=O)Nc2ccc(Cl)cc2C(=O)c2ccccc2)CC1	13%	-8%	-17%	-5%	-1%	1%	6%	u
Cc1cc(C=C2C(=O)NC(=O)NC2=O)c(C)n1-c1cccnc1	-3%	-7%	x	-17%	-19%	x	-5%	x
NC(=O)c1cccn(Cc2ccc(C(F)(F)F)cc2)c1=O	1%	5%	-56%[inhibitor]	7%	u	-6%	5%	u
CCOc1ccccc1N1C(=O)NC(=O)/C(=C/c2ccc3c4c(cccc24)CC3)C1=O	12%	-3%	-4%	-7%	u	u	-3%	u
Cc1cccc(-n2c(C)nc3ccccc3c2=O)c1C	6%	-3%	x	-5%	-5%	-12%	5%	-3%
CC(=O)c1cn(Cc2ccc(C#N)cc2)c2ccccc12	5%	-1%	-17%	3%	-2%	6%	-2%	0%
O=C(N/N=C\C1C(=O)NC(=S)N(c2ccccc2)C1=O)c1ccc(O)cc1 (stereo not given)	35%[activator]	6%	-30%[inhibitor]	7%	u	u	-2%	10µM*
C#C[C@]1(O)CC[C@H]2[C@@H]3CCC4=CC(=O)CC[C@]4(C)[C@H]3CC[C@@]21C	14%	-2%	-42%[inhibitor]	-5%	-15%	-3%[15.4 µM]	-6%	-9%
O=C(Cn1c(=S)[nH]c2ccccc2c1=O)N1CCC2(CC1)OCCO2	5%	-17%	2%	-18%	-7%	-2%	-4%	5%
CC(=O)OC1N=C(c2ccccc2Cl)c2cc(Br)ccc2N(C)C1=O (stereo not given)	3%	4%	x	2%	-3%	x	8%	x
Cc1ccc(-n2nnnc2SCC(=O)Nc2sc(C)c(C)c2C#N)cc1C	33%[activator]	-4%	-11%	2%	2%	2%	-3%	16µM*
CN1C(=O)C(=Cc2ccccc2Oc2ccc(Cl)c(F)c2)C(=O)N(C)C1=O	-27%	-6%	7%	-2%	-1%	-1%	-4%	u
COc1cc2c(cc1OC)[C@@H]1C(=O)c3ccc4c(c3OC1CO2)CC(C(C)C)O4 (stereo not given in full)	0%	-1%	-57%[inhibitor]	-1%	-7%	x	x	2%
CO[C@H]1C=C2CCN(C)[C@@H]2[C@@H]2c3cc4c(cc3C(=O)O[C@H]21)OCO4	3%[21.6 µM]	5%[29.1 µM]	-6%[20.6 µM]	1%[29.1 µM]	u	x	x	u
Cc1cc(OCC(=O)Nc2cc(C)nn2-c2ccccn2)c2c3c(c(=O)oc2c1)CCC3	5%	-4%	-15%	-1%	u	-2%	12%	u
Cc1csc(NC(=O)C2CCCN(S(=O)(=O)c3ccc4c(c3)oc(=O)n4C)C2)n1 (stereo not given)	2%	3%	-66%[inhibitor]	4%	-1%	-6%	-4%	-15%
CC(C)CC(NC(=O)C1CCCCC1)C(=O)N1CCC2(CC1)OCCO2 (stereo not given)	5%	-4%	-6%	-3%	1%	-6%	6%	4%
O=C(Cc1ccccc1)OCc1ccccc1	1%	0%	-12%	11%	x	x	x	u
O=C(CCS(=O)(=O)c1ccc(Br)cc1)N1CCC2(CC1)OCCO2	7%	0%	26%	6%	1%	-1%	-1%	14%
CN(C)C(=Nc1ccccc1)P(=S)(N(C)C)N(C)C	6%	-10%	x	0%	1%	0%	1%	-8%
CCOP(=O)(OCC)C(NC(=O)c1cccc([N+](=O)[O-])c1)C(Cl)(Cl)Cl (stereo not given)	4%	8%	x	8%	11%	x	5%	x
CCP(=S)(CC)c1ccc(N(C)C)cc1	3%	7%	0%	5%	4%	1%	3%	u
CC(=O)[C@H]1CCC2C3CC[C@H]4C[C@H](O)CC[C@]4(C)C3CC[C@@]21C (stereo not given in full)	7%	-6%	-18%	11%	2%	x	x	-7%
CCNC(=S)N(C)CCc1cc2c(c(OC)c1C=C1C(=O)N(C)C(=O)N(C)C1=O)OCO2	13%	-6%	x	7%	-21%	4%[15.4 µM]	-5%	x
COCCOCCn1c(CCCO)nc2ccccc21	0%	-9%	u	7%	3%	-8%	1%	10%
C=CCn1c(O)c(C(C)=NCCC(c2ccccc2)c2ccccc2)c(=O)[nH]c1=O	6%	-2%	-27%	6%	1%	1%	1%	u
COc1ccc(C(c2c(O)c3ccccc3oc2=O)c2c(C)n(C)n(-c3ccccc3)c2=O)cc1 (stereo not given)	-6%	-5%	7%&4%	1%	5%	5%	-4%[76.3 µM]	5%
CN1CC[C@@]2(CCCN(C(=O)Oc3ccccc3)C2)C1	3%	3%	-4%	2%	x	x	x	-3%
CN[C@H]1C[C@H]2O[C@@](C)([C@H]1OC)n1c3ccccc3c3c4c(c5c6ccccc6n2c5c31)C(=O)NC4	16%	6%	-97%[inhibitor]	7%	u	-7%[15.4 µM]	-22%	-8%
COC(=O)c1ccc(CN2CCN(Cc3ccccc3)CC2)cc1	-1%	-6%	-2%	-3%	-1%	-7%	6%	3%
C[n+]1c2cc(N)ccc2cc2ccc(N)cc21	-42%	-8%	-92%[inhibitor]	7%	u	x	x	4%
CCC1CN2CCC1CC2C(O)c1ccnc2ccccc12 (stereo not given)	-2%	11%	x	3%	4%	x	x	4%
CC1(C)OC(c2ccccc2)=C/C(=C/C=C2C(=O)NC(=O)NC2=O)O1	256%[activator]	-4%	-8%	14%	-5%	-5%	3%	15%
C/C=C1\C[C@H](C)[C@@](O)(CO)C(=O)OCC2=CCN3CC[C@@H](OC1=O)[C@@H]23	4%[21.6 µM]	-6%[29.1 µM]	-11%[20.6 µM]	-5%[29.1 µM]	u	x	x	12%[20.9 µM]
CN1C(=O)N(C)C(=O)C(CCc2ccncc2)(CCc2ccncc2)C1=O	17%	8%	x	2%	u	-1%	-11%	u
C=CC1CN2CCC1CC2c1[nH]c2ccccc2c1CCO (stereo not given)	3%	2%	6%	-5%	14%	5%	6%	6%
O=C(CNC(=O)c1ccc(Cl)cc1)Nc1ccc(Br)cc1C(=O)c1ccccc1	-4%	-7%	-23%	-8%	-2%	-11%	3%	u
Cc1c(C(=O)N2CCC3(CC2)OCCO3)oc2ccccc12	7%	-4%	0%	-10%	0%	-7%	10%	u
Cc1ccccc1-n1c(-c2ccco2)nc2ccccc2c1=O	4%	4%	-37%[inhibitor]	1%	5%	-2%	3%	-10%
C=CCNC(=O)c1c(N)n(Cc2ccco2)c2nc3ccccc3nc12	16%	9%	-8%	u	u	u	6%	u
O=C1C2CCCN2C(c2cccs2)N1c1ccccn1 (stereo not given)	-18%	0%	-7%	-3%	11%	7%	u	-2%

# Compound activity: PubChem BioAssay, National Center for Advancing Translational Sciences (NCATS)
